High-throughput results from PubChem BioAssay.
miR122 inh: blocks miR-122 activity in Huh7 sensor cells; Huh7 miR-122 Renilla luciferase sensor, 48 h; neutral wells = 0, positive control = 100; activation (reporter increase), % at 12.5 µM; 0.3% of 340,000 active; AID 602342;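 active = mean replicate activation score at least 90 and every replicate individually at or above 90; inconclusive = only one of the two criteria met; inactive = neither criterion met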;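 also: higher luciferase means less miR-122 activity so hits act as miR-122 inhibitors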
PAX8 reporter: PAX8 transcriptional activity inhibition; RMG-I TPO-luciferase reporter, SteadyGlo, 24 h; inhibition, % at 12.6 µM; 1.2% of 360,000 active; AID 652154;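 active = mean replicate inhibition at least 60% with every replicate also reaching 60%; inconclusive = only one of the two criteria is met; inactive = mean below 60% and not all replicates reaching 60%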;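 also: luciferase light reporting Pax8 driven TPO promoter activity; plate controls were median of neutral control wells for no effect and mitoxantrone controls for full effect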
DENV2 CPE: DENV2-induced cell death inhibition; 1.7% of 350,000 active; CPE inhibition, % at 9.99 µM; AID 651640; DENV2-infected cells, cytopathic effect rescue, plate reader; in the data active = CPE inhibition above about 20%, passing the limit was not always enough; inconclusive = no clear call, values can overlap the other calls; tested in BHK-21 cells;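 also: 0% = median of neutral control wells and 100% = median of positive control wells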
CFTR F508del cor: CFTR F508del correction in bronchial cells | CFBE cells, YFP halide quenching; stimulated with forskolin plus potentiator P3; % fluorescence drop versus neutral controls | activity (quench increase), % at 7.58 µM | 0.36% of 350,000 active | AID 720511;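 active = mean added fluorescence quench of at least 8% versus neutral control, with both replicates also reaching 8%; inconclusive = only one of the mean or replicate conditions met; inactive = mean below 8% and not both replicates reaching 8%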;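 also: cells transiently co-express mutant CFTR-F508del with the halide-sensitive YFP; corrector assay measuring rescue of mutant channel to the surface after 24 h compound exposure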
INS-1E GSIS act: GLuc luminescence reporter in INS-1E cells, primary screen for activators of glucose-dependent secretion of insulin; INS-1E GLuc reporter insulin secretion, 2-3 h; activation, % at 16.6 µM; 0.61% of 370,000 active;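 active = lowest replicate activation of at least 40%, so every replicate reaches that level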;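 also: 0% = median of neutral control wells and 100% = median of IBMX positive control wells; some compounds called inactive have numbers as strong as hits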
EWS-Fli inh: EWS/Fli transcriptional activity inhibition | inhibition, % at 12.6 µM | 0.67% of 350,000 active | A673 NR0B1-luciferase reporter, viability-normalised;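 active = mean inhibition of at least 50% after viability correction, with every replicate also passing that limit; inconclusive = mean reaches 50% but only one of two replicates passes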;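 also: firefly luciferase signal divided by Alamar Blue viability fluorescence both relative to DMSO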
FN deposit inh: fibronectin deposition inhibition; AH1F fibroblasts, Alexa488-fibronectin deposition fluorescence, overnight; inhibition, % at 12.6 µM; 0.086% of 350,000 active; AID 743247;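 active = mean inhibition across replicates of 30% or more, regardless of how many single replicates reach that level; inconclusive = mean under 30% yet at least half of replicates reach 30%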;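 also: positive control wells lacked labelled fibronectin entirely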
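Schedule: 1 h cell adhesion before compound, then overnight fibronectin incubation; test system: AH1F fibroblast monolayer depositing Alexa488-labelled fibronectin into matrix; quantity: 10000 AH1F cells per well; probe or stimulus: fluorescent fibronectin at 24 nM final; signal: fluorescence, ex 485 nm, em 525 nm; evaluation: percent inhibition as loss of matrix-bound fibronectin fluorescence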
* = called active by the depositor; ? = inconclusive; / = no result given; & = joins results of further samples; ! = not confirmed by another sample; [ ] = dose if it differs, or a comment.

SMILES	miR122 inh	PAX8 reporter	DENV2 CPE	CFTR F508del cor	INS-1E GSIS act	EWS-Fli inh	FN deposit inh
C[C@@H]1CN([C@@H](C)CO)C(=O)c2cc(NS(C)(=O)=O)ccc2O[C@H]1CN(C)S(=O)(=O)c1ccc(Cl)cc1	2[16.7 µM]	/	/	0.4	23	1	/
Cc1ccc2c(Cl)c(C)c(N3CCOCC3)nc2n1	0	3	-4	-1.0	24	12	3
CCC(=O)N1[C@H](CN(CC)C(=O)c2ccc(F)cc2)[C@@H](c2ccccc2)[C@@H]1CO	7[16.7 µM]	6	-2	4.4	1	-5	-8
Cc1ccc(C)c(N2CCN(S(=O)(=O)c3cc4c(cc3C)NC(=O)CO4)CC2)c1	-4	-14	0	1.3	-16	1	1
COc1ccc(C)cc1NC(=O)C1CCN(C(=O)C2CC(=O)N(c3ccc(C)cc3)C2)CC1 (centres undefined)	0	10	0	0.2	3	-7	4
Cc1ccc(SCC(=O)Nc2ccc3c(c2)OCCO3)cc1	/	-26	/	-2.3	9	-11	-5
O=C(NC1CC1)C1=C[C@@H](c2ccc(C(F)(F)F)cc2)C[C@@H](OCc2ccc(CO)cc2)O1	3	4	/	2.7	-19	-20	-10
Cn1nc(C(F)(F)F)c(C(=O)Nc2ccc(F)cc2F)c1Sc1ccc(Cl)cc1	-1	-7	/	/	/	/	5
CCCC(=O)Nc1ccc2c(c1)C(=O)N(C)[C@@H]1CC[C@H](CC(=O)NC3CCCC3)O[C@@H]1CO2	-8[16.7 µM]	-5	-5	-3.8	0	-9	0
COc1ccc(-c2ccc(C3[C@H]4CNC[C@@H]3N4Cc3cccc(OC)c3)cc2)cc1 (some centres undefined)	/	-41&-2	7&-7	1.8&1.2	-7&-21	32&3	-1&-3
Cc1ccc(SCc2cc(=O)[nH]c(SCC(=O)Nc3cc(Cl)ccc3Cl)n2)cc1	/	10	2	2.5	-8	1	10
O=C1CC(Sc2ncccc2C(=O)O)C(=O)N1 (centres undefined)	0	-5	1	0.3	43	-7	-4
O=C(Nc1cc(S(=O)(=O)N2CCOCC2)ccc1N1CCCCC1)c1ccccc1Br	2	-7	11	2.0	/	-6	-13
COc1ccc(NC(=O)C[C@H]2C(=O)N(Cc3ccccc3)C[C@@H]2Cc2ccccc2)cc1	-1	-19	16	0.1	-19	-6	-1
Cc1cc(S(=O)(=O)n2[nH]c(=O)c(CCO)c2C)c(Cl)cc1Cl	/	4	-18	0.1	6	4	-6
COc1ccccc1/C=C(\NC(=O)c1cccc(C)c1)C(=O)Nc1ccccn1	4	-8	4	1.8	10	6	/
Cc1ccc2nc(-c3ccc(NC(=O)COC(=O)c4cncc(Br)c4)cc3)sc2c1	2	-83	4	/	-5	-3	-36
CC(C)CC(NC(=O)OC(C)(C)C)c1cn([C@@H](Cc2cc3ccccc3[nH]2)C(=O)N2CCN(C(=O)OC(C)(C)C)CC2)nn1 (some centres undefined)	-7	37	-8	7.2	-31	12	-16
CC(NC(=O)c1ccccc1F)c1nnc(SCC(=O)Nc2nnc(C3CC3)s2)n1C (centres undefined)	/	9	6	-1.5	26	-3	3
Cc1ccc(OCC(=O)N2c3ccccc3NC(=O)C2(C)C)c([N+](=O)[O-])n1	/	1	1	-0.5	-11	8	/

Record cards, from the list above.
`Cc1ccc2c(Cl)c(C)c(N3CCOCC3)nc2n1` is listed with miR122 inh: 0; PAX8 reporter: 3; DENV2 CPE: -4; CFTR F508del cor: -1.0; INS-1E GSIS act: 24; EWS-Fli inh: 12; FN deposit inh: 3
`Cc1ccc(C)c(N2CCN(S(=O)(=O)c3cc4c(cc3C)NC(=O)CO4)CC2)c1` is listed with miR122 inh: -4; PAX8 reporter: -14; DENV2 CPE: 0; CFTR F508del cor: 1.3; INS-1E GSIS act: -16; EWS-Fli inh: 1; FN deposit inh: 1

The main list resumes, starting two compounds before the break.
SMILES	miR122 inh	PAX8 reporter	DENV2 CPE	CFTR F508del cor	INS-1E GSIS act	EWS-Fli inh	FN deposit inh
CC(NC(=O)c1ccccc1F)c1nnc(SCC(=O)Nc2nnc(C3CC3)s2)n1C (centres undefined)	/	9	6	-1.5	26	-3	3
Cc1ccc(OCC(=O)N2c3ccccc3NC(=O)C2(C)C)c([N+](=O)[O-])n1	/	1	1	-0.5	-11	8	/
COc1cccc(-c2cnc3c(c2)C(=O)N([C@@H](C)CO)C[C@H](C)[C@H](CN(C)CC2CCOCC2)O3)c1	-7[16.7 µM]	-3	?	0.4	15	7	0
CCC(=O)N(C)C[C@@H]1Oc2cc(C#CC(C)C)ccc2S(=O)(=O)N([C@H](C)CO)C[C@H]1C	7[16.7 µM]	/	3	-2.3	-5	10	/
O=C(NNS(=O)(=O)c1ccc(Cl)cc1Cl)c1cc2ncc(C(F)(F)F)cc2s1	15	7	-2	0.7	-36	-1	-4
O=C(NC1CCC(Oc2ccc(C(=O)O)cc2)CC1)NC12CC3CC(CC(C3)C1)C2 (centres undefined)	4	-14	11	0.2	-9	-4	-12
O=C(CCN1CCCCC1)N[C@H]1CC[C@@H](CC(=O)N2CCC(Cc3ccccc3)CC2)O[C@@H]1CO	2[16.7 µM]	-3	3	4.8	-8	11	-15
CO[C@@H]1CN(C)C(=O)c2ccc(NC(C)=O)cc2OC[C@H](C)N(CC2CC2)C[C@H]1C	-17[16.7 µM]	/	0	4.1	9	-1	-2
O=C(CCn1c(=O)sc2ccccc21)NCCC1=CCCCC1	0	/	9	0.6	8	5	/
COc1ccccc1NC(=O)CC(NCc1ccccc1)C(=O)O (centres undefined)	-2	-20	-11	0.3	-1	12	8
CN1C(=O)c2cc(NC(=O)Nc3ccccc3F)ccc2OC[C@@H]2O[C@H](CC(=O)NCCc3ccncc3)CC[C@@H]21	0[16.7 µM]	-6	2	2.2	-9	5	-9
O=C(NCCc1ccc(Cl)cc1)c1cc(-c2ccccn2)nc2ccccc12	20	26	-8	-1.4	18	/	10
CN(NC(=O)c1ccccc1)C1=NS(=O)(=O)c2ccccc21	-8	10	-4	-0.1	5	-3	0
S=C(NCCc1ccccc1)N/N=C/c1cccs1	-3	-3	0	0.5	-9	-8	15
CC(=O)c1cccc(NC(=S)NC(=O)c2ccccc2Br)c1	/	-6	-5	/	-1	-35	-2
Cc1ncsc1CCOC(=O)c1cccc([N+](=O)[O-])c1	-2	-4&-7	3	-0.7	42*!	5	-4&1
CS(=O)(=O)c1cnc(-c2cccnc2)nc1N	/	-17	1	-1.6	13	3	-8
CN(C)C(=O)c1cccc(-c2ccc3c(c2)[C@H]2[C@H](CCN2Cc2ccccc2F)[C@@H](CO)N3)c1	-4[16.7 µM]	-14	-10	2.6	-7	-13	15
CCn1c(C)cc(/C=C2/SC(=S)NC2=O)c1C	/	-4	-4	/	4	79*	/
CCOC(=O)NC(=O)C(=CNc1cccc(OC)c1)C(=O)NC(=O)OCC	-6	-4	1	-1.7	12	0	0
O=C(c1cccc(S(=O)(=O)NCc2ccccc2)c1)N1CCN(c2ccccc2)CC1	/	30	-9	-0.5	/	52*	-11
CC1CCc2nn(CC(=O)N3CCCCCC3)cc2C1 (centres undefined)	-6	-12	1	2.6	-8	-13	4
CCC(=O)N1C[C@@H](C)[C@@H](OC)CN(C)C(=O)c2cc(NC(=O)Nc3ccccc3)ccc2OC[C@H]1C	-1[16.7 µM]	-2	/	-2.7	-7	5	8
CC(=O)c1ccccc1OCCn1nnc(-c2ccc(C)cc2)n1	6	-3	/	/	/	/	-4
O=C(O)C(Cc1ccccc1)N1C(=O)/C(=C/C=C/c2ccco2)SC1=S (centres undefined)	-12	8	6	0.1	12	8	3
COc1cc(C(C(=O)Nc2c(C)cccc2C)N(C)C(=O)c2ccc(-n3cnnn3)cc2)ccc1O (centres undefined)	-11	11	4	-1.0	7	3	-19
CC1CCCC(NC(=O)c2cccs2)C1C (centres undefined)	/	-23	?	2.9	0	-6	0
COc1ccc2c3c([nH]c2c1)[C@@H](CO)N(S(=O)(=O)c1cn(C)cn1)CC31CCN(Cc2ccccc2F)CC1	/	/	-14	0.0	13	5	/
COc1cccc(NC(=O)CN(C)C(=O)c2cn(-c3ccccc3)nc2-c2cccnc2)c1	/	3	9	-0.7	-27	4	6
CO[C@H](CN(C)Cc1ccc2c(c1)OCO2)[C@H](C)CN(C(=O)Nc1ccc(F)cc1)[C@H](C)CO	/	/	-5	-3.0	1	2	2
CN(C)S(=O)(=O)c1cccc(-c2csc(N/N=C/c3ccco3)n2)c1	-3	-7	-1	-1.6	7	-17	-5
O=C(C[C@@H]1C=C[C@@H](NC(=O)C2CCOCC2)[C@@H](CO)O1)NCc1ccncc1	/	4	-8	0.5	5	4	2
Cc1ccc(S(=O)(=O)N(C)C[C@H]2Oc3ncc(C#CC4(O)CCCC4)cc3C(=O)N([C@@H](C)CO)C[C@H]2C)cc1	-2[16.7 µM]	/	5	-1.8	1	6	2
CNc1ccc(C=C2C=Cc3ccccc32)cc1	1	-132	-2	-1.3	-3	-48	-4
CCCOc1ccc(/C=C/c2c([N+](=O)[O-])c(=O)n(C)c(=O)n2C)cc1	7	42	-4	-7.7	-2	8	-3
COCCNS(=O)(=O)c1ccc2c3c(cccc13)C(=O)N2C	33	-10	-3	0.9	0	0	7
O=C(CCNS(=O)(=O)c1ccc(Br)cc1)NC1CCCCC1	5	6	6	0.0	13	9	-22
CC(C)(C)Nc1c2ccccc2nc2ccccc12	-6	-18	-5	0.0	19	17	2
CC(NC(=O)c1ccc2ccccc2n1)c1ccc(S(N)(=O)=O)cc1 (centres undefined)	/	20	-1	4.0	11	-1	-18
Cc1ccc(S(=O)(=O)N(C)C)cc1NC(=O)COC(=O)c1n[nH]c(=O)c2ccccc12	/	15	2	-2.0	2	-2	-6
Cc1ccc(S(=O)(=O)N2C[C@H]3C(=O)C[C@@H](c4ccccc4)N(S(=O)(=O)c4ccccc4[N+](=O)[O-])[C@H]3C[C@H]2c2ccccc2)cc1	1	24	8	1.0	-1	1	4
COc1ccc(-c2cnc3c(c2)C(=O)N([C@@H](C)CO)C[C@@H](C)[C@@H](CN(C)Cc2cccnc2)O3)cc1	-8[16.7 µM]	/	11	-0.1	18	-1	-10
Cc1nc(SCC(=O)c2cc3ccccc3oc2=O)c(C#N)c(-c2ccccc2)c1C(=O)Nc1ccccc1	-2	16	7	/	-33	6	-2
COc1ccc(Br)cc1/C=N/NC(=O)c1ccc(OC)c(OC)c1	/	1	-6	-2.2	-4	9	/
C=C(C)C1CCC(C)=C1CC(C)(C)/C=N\n1cnnc1 (centres undefined)	-2	/	-5	0.8	20	5	/
C[C@@H]1CN([C@@H](C)CO)C(=O)c2cc(C#Cc3ccncc3)cnc2O[C@H]1CN(C)Cc1ccncc1	-6[16.7 µM]	/	/	-0.4	11	-25	-16
CCCCNC(=O)COC(=O)c1c2c(nc3ccccc13)CCC2	0	6	-6	-4.6	0	6	-13
C=CCNC(=O)c1ccccc1NC(=O)c1ccc(Cl)c(S(=O)(=O)Nc2ccccc2)c1	14	/	-3	/	-24	/	/
Cc1noc(C)c1NC(=O)Nc1ccc2c(c1)CC(=O)N([C@H](C)CO)C[C@@H](C)[C@H](CN(C)C(=O)Nc1c(C)noc1C)O2	3[16.7 µM]	-26	-10	-0.2	6	7	/
CCCN(C(=O)c1ccc(OCC(C)C)cc1)c1c(N)n(Cc2ccccc2)c(=O)[nH]c1=O	/	2	6	-0.8	-3	5	3
CCOC(=O)C1(CCOc2ccccc2)CCN(C(=O)CCSC)CC1	-7	24	1	0.7	-3	14	1
CCOC(=O)c1c(N)n(-c2ccc(N)cc2)c2nc3ccccc3nc12	/	-6	2	-2.8	8	2	/
CC12CCC(=O)N1C(C(=O)NCCc1ccc(F)cc1)CS2 (centres undefined)	-8	-7	-6	2.6	-7	-5	/
